Sm TGR block: blocks Schistosoma mansoni thioredoxin glutathione reductase | Q962Y6 | purified TGR, DTNB reduction, TNB absorbance 405 nm | Potency, µM (titrated, usually from 114 µM), inactives show at the highest dose activity change, negative = inhibition, most hits filed as inhibitors | actives 3% (n = 360,000); also: potency is read from the fitted curve at half-maximal effect; nearly all actives have a fitted effect of over 60% in size
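TGR 20 nM + NADPH 100 uM (dispensed conc.), cpd preinc 15 min RT; start with NADPH (500 uM addition) then DTNB (15 mM addition). Kinetic TNB absorbance, 405 nm filter. Four-parameter Hill fit across titration.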
AMA1-RON2 inh: AMA1-RON2 (P. falciparum) interaction inhibition | AlphaScreen AMA1-biotinylated RON2 peptide binding | Potency, µM (top dose mostly 58.2 µM), for inactives: top-dose activity change, negative = inhibition, actives largely listed as inhibitors | actives 0.2% (n = 360,000);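 also: potency is read from the fitted curve at half-maximal effect; 0% = vehicle wells and -100% = peptide control; nearly all actives have a fitted effect of over 45% in size; some results filed as inactive show a strong effect at the top dose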
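AMA1 (3D7) with his tag at 25 nM final met compounds first, then biotinylated RON2 peptide at 25 nM; detection used donor plus acceptor beads, 10 µg/mL apiece, read by AlphaScreen after 30 min at room temperature.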
HCV inhibitor: blocks hepatitis C virus | Huh7.5.1 HCVcc-Cre infection, luciferase reporter, 44 h | Potency, µM (top dose mostly 41.8 µM), inactives show at the top dose activity change, negative = inhibition, usual class: inhibitors | actives 3.4% (n = 340,000); also: potency is read from the fitted curve at half-maximal effect
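Reporter virus HCVcc-Cre (~0.5 moi) infects cells exposed to compound; seeding density 1,000 cells/well with 4 h settling beforehand. Luminescence, 15 sec read, taken 44 h post-infection following a 15 min RT substrate incubation.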
FBPA Giardia inh: inhibitors of Giardia lamblia fructose-1,6-bisphosphate aldolase; A8B2U2; Potency, µM (top dose mostly 59.6 µM), inactives show at the highest dose activity, negative = inhibition, actives largely listed as inhibitors; actives 0.71% (n = 290,000); AID 2451; purified Giardia FBPA; also: potency is read from the fitted curve at half-maximal effect; nearly all actives have a fitted effect of over 55% in size
Target sequence (A8B2U2 whole entry, looked up): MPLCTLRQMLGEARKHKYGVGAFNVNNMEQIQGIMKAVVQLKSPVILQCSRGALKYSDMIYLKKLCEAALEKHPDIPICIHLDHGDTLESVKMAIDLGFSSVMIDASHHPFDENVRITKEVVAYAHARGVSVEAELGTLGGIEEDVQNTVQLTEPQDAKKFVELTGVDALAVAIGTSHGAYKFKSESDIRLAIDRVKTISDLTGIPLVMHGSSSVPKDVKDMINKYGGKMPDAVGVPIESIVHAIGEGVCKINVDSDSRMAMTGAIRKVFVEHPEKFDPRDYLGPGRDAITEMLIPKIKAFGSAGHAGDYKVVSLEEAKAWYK
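40 nM FBPA preincubated 10 min at RT with compound (up to 57.5 uM final), then substrate plus GAPDH/TPI/NAD/arsenate coupling and diaphorase/resazurin added. Fluorescence read after 20 min at RT, 525/598 nm.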
HCMV inh: inhibitors of human cytomegalovirus; actives 4.5% (n = 410,000); activity change, negative = inhibition, % at 57.5 µM; HFF cells, HCMV-luciferase reporter, 72 h; hits give low values; in the data active = activity change below about -60%; inconclusive = no clear call, values can overlap the other calls; inactive = above about -39%
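After 16 h attachment at 37C, HFF cells received test compound and HCMV-luciferase (1 PFU/cell); reporter luminescence read 72 h later, data normalized against buffer-only and known inhibitor Salinomycin.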
AmpC inh detg: blocks E. coli AmpC beta-lactamase in detergent assay; P00811; AmpC hydrolysis of nitrocefin, absorbance 480 nm, 0.01% Triton; Potency, µM (top dose mostly 114 µM), without a hit: at the top dose activity change, negative = inhibition, hits mostly inhibitors; actives 0.041% (n = 370,000);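 also: potency is read from the fitted curve at half-maximal effect; 0% = no-compound wells and -100% = no-enzyme wells; nearly all actives have a fitted effect of over 25% in size; some results filed as inactive show a strong effect at the top dose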
Target sequence (P00811 whole entry, looked up): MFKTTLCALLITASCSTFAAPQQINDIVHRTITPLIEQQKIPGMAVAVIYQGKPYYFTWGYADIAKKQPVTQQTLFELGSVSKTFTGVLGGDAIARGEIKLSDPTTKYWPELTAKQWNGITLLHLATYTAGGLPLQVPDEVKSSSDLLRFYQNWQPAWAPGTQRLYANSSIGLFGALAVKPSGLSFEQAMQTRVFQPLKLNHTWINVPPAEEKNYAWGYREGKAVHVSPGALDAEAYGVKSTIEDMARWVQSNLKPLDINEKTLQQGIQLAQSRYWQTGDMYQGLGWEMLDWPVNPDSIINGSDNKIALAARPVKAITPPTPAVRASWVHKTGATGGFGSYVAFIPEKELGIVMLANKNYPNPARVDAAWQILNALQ
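20 mM phosphate pH 7.0 + 0.01% (detergent screen) or 0.0001% Triton X-100; 5.3 nM AmpC reagent; cpd preinc 15 min RT; nitrocefin (800 uM stock) to start; A480 q20 s × 4 min; Activity was normalised to no-enzyme and no-compound control wells.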
Starred values were filed as active, the others as inactive; ? = inconclusive; . = not tested or not shown; & = joins results of further samples; [ ] = another dose, or the depositor's remark. Unless noted, calls follow the shape of the dose curve; as a rule, active = well fitted curve in the direction sought with a large enough effect; inconclusive = small, poorly fitted or top-dose-only effect, or another doubt; inactive = no such curve, though single readings can be large; an effect the other way counts as inactive or inconclusive. Unless noted, % is scaled to controls: 0 for no effect and ±100 for the full control effect. Hits appear at their usual frequency; overall some 9.3% were active at least once.

nr | canonical_smiles | HCV inhibitor | AmpC inh detg | FBPA Giardia inh
1 | COc1ccc(NS(=O)(=O)c2cc(NC(=O)c3cncc(Br)c3)ccc2OC)cc1 | ? | . | .
2 | CC1(C)CC(=O)C(N=Nc2ccc3ncsc3c2)=C(O)C1 | -11% | -3% | 5%
3 | CN(C)C(=O)c1cc(C(=O)c2ccc(Cl)cc2Cl)c[nH]1 | ? | -9% | -9%
4 | CN1CCN(c2nc3c(c(=O)n(C)c(=O)n3C)n2Cc2ccccc2F)CC1 | 1% | -8% | 9%
5 | CCCCNC(=O)N1CCN(c2ccnc3cc(Cl)ccc23)CC1 | -3% | 2% | -6%
6 | O=C(Nc1ncnc2sc3c(c12)CCC3)c1ccco1 | 1% | 10% | 1%
7 | Cc1nnc(SCc2cc(=O)[nH]c(/N=C(\N)Nc3ccccc3Sc3ccccc3)n2)s1 | 10% | -6% | 2%
8 | CNC(=S)Nc1cc(S(=O)(=O)Nc2cc(Cl)ccc2Cl)ccc1N1CCCC1 | -4% | -8% | 9%
9 | CNC(=S)NNC(=O)c1sc2cc(C(F)(F)F)cnc2c1-c1cccnc1 | -2% | 5% | -29%
10 | O=C(Nc1cccc(S(=O)(=O)N2CCCC2)c1)c1ccc2c(c1)OCO2 | -7% | -3% | -1%

nr | HCMV inh | Sm TGR block | AMA1-RON2 inh
1 | ? | . | 3%
2 | -3 | -1% | -3%
3 | 31 | -7% | -19%
4 | -8 | 9% | -12%
5 | . | 4% | 10%
6 | -15 | ? | 74%[activator]
7 | ? | -6% | -2%
8 | . | -7% | 20%
9 | -26 | 4% | 89%[activator]
10 | 18 | -9% | 3%

Next structures follow.
nr | canonical_smiles | HCV inhibitor | AmpC inh detg | FBPA Giardia inh
11 | CC(=O)NCCNC(=O)CCNC(=O)c1ccc(Cl)cc1 | 9% | -9% | 6%
12 | S=C(NC1CC1)N1CCN(C(=S)NC2CC2)CC1 | 8% | -3% | .
13 | CCCCOC(=O)Nc1nnc(CCc2ccccc2)s1 | 11% | 0% | 2%
14 | CCCCN(C(=O)c1ccc(-n2nc(C)cc2C)cc1)c1c(N)n(CCC)c(=O)[nH]c1=O | 2% | ? | .
15 | O=C(O)C[C@H]1c2cc(C(F)(F)F)ccc2S(=O)(=O)N1C1CCCC1 | ? | . | .
16 | COc1ccc(NC(=O)CCc2nnc3n(C)c(=O)c4sccc4n23)cc1Cl | . | 8% | .
17 | CC(=O)NC1(c2nnnn2CCOC(=O)Nc2ccc(Cl)cc2)CCCC1 | 5% | 6% | 7%
18 | S=C1NCCNC(=S)NCCOCCN1 | ? | -11% | ?
19 | O=[N+]([O-])c1cccc(CN2[C@@H](Cc3ccccc3)COCCS2(=O)=O)c1 | 3% | . | .
20 | CCOC(=O)c1sc(NC(=O)CN2CCN(c3ccccc3)CC2)nc1C | -9% | 1% | ?

nr | HCMV inh | Sm TGR block | AMA1-RON2 inh
11 | 1 | 17% | 16%
12 | -13 | 0% | 4%
13 | -27 | -4% | 2%
14 | -19 | 2% | 0%
15 | 13 | . | 7%
16 | 13 | 5% | .
17 | -26 | -1% | 0%
18 | -40 | -8% | 6%
19 | ? | . | -8%
20 | 0 | -19% | -5%

Full records, quoted from the list. Order of values: HCV inhibitor	AmpC inh detg	FBPA Giardia inh	HCMV inh	Sm TGR block	AMA1-RON2 inh
CCOC(=O)c1sc(NC(=O)CN2CCN(c3ccccc3)CC2)nc1C is listed with -9%	1%	?	0	-19%	-5%
CCCCN(C(=O)c1ccc(-n2nc(C)cc2C)cc1)c1c(N)n(CCC)c(=O)[nH]c1=O is listed with 2%	?	.	-19	2%	0%
O=[N+]([O-])c1cccc(CN2[C@@H](Cc3ccccc3)COCCS2(=O)=O)c1 is listed with 3%	.	.	?	.	-8%
CC(=O)NCCNC(=O)CCNC(=O)c1ccc(Cl)cc1 is listed with 9%	-9%	6%	1	17%	16%
CC1(C)CC(=O)C(N=Nc2ccc3ncsc3c2)=C(O)C1 is listed with -11%	-3%	5%	-3	-1%	-3%

(list continues)
nr | canonical_smiles | HCV inhibitor | AmpC inh detg | FBPA Giardia inh
21 | Cc1cccc(NC(=O)N(Cc2cc3cc(C)cc(C)c3[nH]c2=O)CC2COCCO2)c1 (centres undefined) | -19% | -3% | -2%
22 | CCc1ccccc1N(CC(=O)NC1CCCC1)C(=O)CNC(=O)c1cccs1 | -2% | -7% | 5%
23 | CCOc1cccc(-c2nn(-c3ccccc3)cc2/C=C(/C#N)C(=O)NCCCn2ccnc2)c1 | 18µM* | 4% | 3%
24 | O=C(CCS(=O)(=O)c1cccc2nsnc12)Nc1ccc(F)cc1 | . | ? | .
25 | CC1CCN(C(=O)CN2C(=O)NC3(CCCc4ccccc43)C2=O)CC1 (centres undefined) | 4% | 0% | .
26 | CCOP(=O)(c1ccccc1)c1nc(-c2ccccc2Cl)oc1N1CCCCC1 (centres undefined) | ? | ? | -1%
27 | Cc1cccc(N2CCN(C(=S)Nc3ccc4nc(N5CCN(C)CC5)cc(C)c4c3)CC2)c1C | ? | -7% | 8%
28 | CC(c1ccccc1)c1nnc(NC(=O)c2ccc3c(c2)OCO3)s1 (centres undefined) | -27% | 2% | 2%
29 | Cc1ccc(NC(=O)C(Nc2cccc(C)c2)c2ccccc2)cc1 (centres undefined) | 1% | ? | -15%
30 | COc1ccc2c(c1)c(CC(=O)Nc1ccc(C(C)=O)cc1)c(C)n2C(=O)c1ccc(Cl)cc1 | -28% | 0%&-12% | -6%

nr | HCMV inh | Sm TGR block | AMA1-RON2 inh
21 | -9 | 4% | -2%
22 | -23 | -20% | 8%
23 | ? | 5% | -30%
24 | 5 | ? | .
25 | -29 | -9% | -4%
26 | 15 | 4% | -12%
27 | 0 | -6% | 5%
28 | -16 | 11% | 1%
29 | ? | -8% | -13%
30 | 19&-5 | 8%&6% | 0%

Next section:
nr | canonical_smiles | HCV inhibitor | AmpC inh detg | FBPA Giardia inh
31 | Cc1ccc(-c2ccc(=O)n(CCC(=O)NCc3ccccn3)n2)cc1 | 5% | ? | 7%
32 | COc1ccc(C(=O)NCC(=O)OCC(=O)Nc2cc([N+](=O)[O-])ccc2F)cc1 | -18% | -14% | 3%
33 | CN(CC(=O)Nc1ccc(Cl)c(S(=O)(=O)N(C)C)c1)Cc1ccccc1 | ? | -14% | ?
34 | CCCS(=O)(=O)c1nc(S(=O)(=O)c2ccc(C)cc2)c(N2CCN(CCO)CC2)s1 | 15% | 10% | .
35 | c1ccc2c(CN3CCCCCC3)c[nH]c2c1 | -29% | -2% | 0%
36 | COc1cc(OC)c(OC)cc1NC(=O)CC1COc2ccccc2O1 (centres undefined) | 7% | ? | 4%
37 | CCN(CC)C(=O)[C@H]1C[C@H](CC(=O)NCCCN(C)C)C(=O)N2CCc3c([nH]c4ccc(Cl)cc34)[C@]12C | ? | . | .
38 | CSC1=NC(C)(C)CC2(C)Nc3ccccc3N12 (centres undefined) | 18% | -6% | 0%
39 | COc1ccc(S(=O)(=O)n2cccc2)cc1OC | -12% | ? | 4%
40 | CCCc1cc(-c2nc(-c3ccc(Cl)cc3)cs2)ccn1 | -21% | -2% | 1%

nr | HCMV inh | Sm TGR block | AMA1-RON2 inh
31 | 4 | -26% | 125%[activator]
32 | 7 | -10% | 15%
33 | -10 | -14% | 6%
34 | ? | ? | 2%
35 | -77* | 6% | 5%
36 | 58 | 0% | -16%
37 | -26 | . | 38%[activator]
38 | ? | -2% | -1%
39 | 11 | 1% | -13%
40 | -12 | 10% | -1%

Next part:
nr | canonical_smiles | HCV inhibitor | AmpC inh detg | FBPA Giardia inh
41 | O=C(NCc1ccccc1)c1cc(=O)c2ccccc2o1 | 7% | -10% | 3%
42 | Cc1ccc(N2CC(C(=O)N3CCN(C(=O)c4ccco4)CC3)CC2=O)cc1 (centres undefined) | -5% | -9% | 7%
43 | COc1ccc(CNc2nc3ccccc3n2Cc2ccc(C)cc2)cc1OC | -8% | 11% | -2%
44 | COc1ccc(C(=O)Nc2ccc(S(=O)(=O)NC(C)=O)cc2)cc1 | -13% | -9% | 4%
45 | Cc1ccc(C(=O)Oc2ccccc2N2CCOCC2)cc1 | 16% | -2% | -5%
46 | Cc1ccccc1-n1nc(C)c2cc(C(=O)N3CCN(S(=O)(=O)c4ccccc4)CC3)sc21 | -7%&-16% | -5% | 4%
47 | N#C/C(=C\c1cn[nH]c1-c1ccc(Cl)cc1)C(=O)NC1CC1 | -14% | ? | -1%
48 | COc1ccccc1C(c1nnnn1Cc1ccccc1)N1CCN(c2nc3ccccc3s2)CC1 (centres undefined) | 13µM* | ? | -19%
49 | CC(C)(C)OC(=O)N1CCN(C(=O)c2cccnc2Cl)CC1 | 10% | 11% | 5%
50 | Cc1ccc(S(=O)(=O)N2CCN(C(=O)CN3C(=O)CNC3=O)CC2)cc1 | 19% | ? | .

nr | HCMV inh | Sm TGR block | AMA1-RON2 inh
41 | -32 | 32% | 12%
42 | -7 | -26% | -4%
43 | -20 | 8% | 3%
44 | 29 | -2% | 3%
45 | ? | 11% | -9%
46 | -9 | -8% | 18%
47 | . | 3% | -6%
48 | -13 | -2% | -6%
49 | 22 | . | 10%
50 | 4 | -21% | -1%

The listing continues.
nr | canonical_smiles | HCV inhibitor | AmpC inh detg | FBPA Giardia inh
51 | CCC(=O)Oc1ccc2c(C)cc(=O)oc2c1C(=O)CC | 0% | -4% | -3%
52 | CCOC(=O)C1CCCN(CC(=O)Nc2nc(-c3ccccc3)cs2)C1 (centres undefined) | -21% | -17% | -23%
53 | CC(C)c1ncc(C(O)c2cccc3ccccc23)n1C (centres undefined) | 0% | 2% | 1%
54 | CCN1CCN(C(=O)c2cc(COc3ccc4ncccc4c3)on2)CC1 | 11µM* | 4% | 0%
55 | COc1ccc(C(=O)O)c(O)c1 | 0% | . | .
56 | O=C(NCCCn1ccnc1)c1ccc(OCC(F)(F)F)cc1 | 8% | 4% | 2%
57 | O=C(CN1CCC(NC(=O)Cc2ccccc2)CC1)Nc1ccccc1Br | ? | 1% | 1%
58 | O=C(NCc1ccc(Cl)cc1)c1ccc(N2CCCC2=O)cc1 | -3% | -4% | 8%
59 | O=C(O)/C=C\C(=O)NCc1cccnc1 | 18% | 1% | -13%
60 | C/C(=N\Nc1ccccc1)c1c(O)n(-c2ccccc2)c(=O)[nH]c1=O | 14% | 3% | 1%
61 | Cn1c(=O)c2c(nc(NCC3CCCO3)n2Cc2ccccc2)n(C)c1=O (centres undefined) | -1% | ? | 1%
62 | C[C@@H]1CC=C[C@H]2[C@H]1C(=O)N(Cc1ccccc1)[C@H]2c1ccc2ccccc2c1/C=C/c1ccccc1 | -10% | 1% | 0%
63 | CC(C)Cc1nnc(NC(=O)CCC(=O)N2CCC(C)CC2)s1 | 15% | 0% | .

nr | HCMV inh | Sm TGR block | AMA1-RON2 inh
51 | -24 | ? | 0%
52 | -29 | -1% | 14%
53 | 15 | -20% | 4%
54 | -82* | . | 2%
55 | 16 | . | 1%
56 | 88 | 8% | -8%
57 | -64* | 5% | -8%
58 | 15 | 2% | -5%
59 | 9 | -9% | 32%[activator]
60 | -39 | -4% | -2%
61 | -17 | -14% | 4%
62 | -36 | -1% | -5%
63 | -38 | -12% | 12%
